Assay outcomes from PubChem BioAssay.
Arrestin-AP2 inh: inhibitors of human beta-arrestin and AP2 interaction; inhibition, % at 10 µM; FITC-arrestin peptide / GST-AP2 beads, flow cytometry; AP2 beta2 appendage carries R879A mutation; actives 0.31% (n = 340,000);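 active = inhibition above a set limit, near 3 SD of compounds lacking own fluorescence, cut at about 54% in these data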;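 note: plate controls were DMSO wells for no effect and 5 µM unlabelled arrestin peptide for full effect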
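System: GST-AP2 R879A glutathione beads | Also added: FITC-arrestin peptide, 50 nM | Times: 12 min plus 1 h, RT | Signal: Bead flow cytometry, FITC channel | Buffer or medium: PBS with 0.05% Tween 20 and 0.1% BSA | Read-out basis: Percent drop in bead-associated FITC signal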
NSD2 inh: blocks human histone methyltransferase NSD2 | inhibition, % at 12.5 µM | AID 743445 | NSD2 peptide methylation, AlphaScreen, 120 min | actives 0.54% (n = 310,000); in the data active = inhibition above about 50%
MITF TRPM1 HTS: increases MITF-driven TRPM1 promoter luciferase signal; SK-MEL-5 TRPM1-promoter luciferase, 24 h; % of positive control, neutral wells = 0; actives 0.75% (n = 300,000); activation, % at 12.5 µM;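 active = mean activation of at least 80% with every replicate also reaching 80%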;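 note: 0% = neutral control wells and 100% = parthenolide positive control wells; values of inactives mirror those of a sister screen read the other way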
CDK5 p35 inh: CDK5/p35 (human) kinase inhibition. Q00535+Q15078. Recombinant CDK5/p35, ADP-Glo luminescence, 60 min. inhibition, % at 10 µM. actives 0.01% (n = 330,000);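 active = highest replicate inhibition of at least 50% and at least 75% of replicates reaching 50%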;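 note: plate controls were DMSO neutral control for no effect and GW8510 at 10 µM for full effect; many of its hits are not listed in these tables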
Target sequence (Q00535 whole entry, looked up): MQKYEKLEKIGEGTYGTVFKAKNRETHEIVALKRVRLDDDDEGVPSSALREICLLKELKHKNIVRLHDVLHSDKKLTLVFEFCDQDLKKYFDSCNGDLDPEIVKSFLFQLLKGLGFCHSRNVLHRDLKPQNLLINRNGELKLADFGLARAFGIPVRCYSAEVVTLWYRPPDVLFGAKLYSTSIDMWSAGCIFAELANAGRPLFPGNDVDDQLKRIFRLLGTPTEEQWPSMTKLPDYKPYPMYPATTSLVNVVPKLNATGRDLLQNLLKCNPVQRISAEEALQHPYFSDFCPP
Target sequence (Q15078 whole entry, looked up): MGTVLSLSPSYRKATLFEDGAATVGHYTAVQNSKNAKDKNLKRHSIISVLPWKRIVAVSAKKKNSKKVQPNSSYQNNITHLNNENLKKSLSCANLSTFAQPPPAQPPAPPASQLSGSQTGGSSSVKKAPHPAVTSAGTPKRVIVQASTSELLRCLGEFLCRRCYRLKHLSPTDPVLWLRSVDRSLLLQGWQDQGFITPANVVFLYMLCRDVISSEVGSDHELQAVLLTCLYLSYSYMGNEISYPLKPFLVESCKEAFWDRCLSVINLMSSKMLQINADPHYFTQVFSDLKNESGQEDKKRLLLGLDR
dFosB act: activators of mouse delta FosB homodimer. activation, % at 25 µM. purified delta FosB, TAMRA-CDK5 oligo fluorescence polarization; percent of positive-control signal above neutral wells. actives 0.99% (n = 340,000). P13346;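 active = mean activation above about 17%, with every replicate also reaching it, limit read from the data, passing the limit was not always enough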;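 note: fluorescence polarization rise as delta FosB binds a TAMRA Cdk5 AP-1 oligo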
SR-BI DiI inh: inhibitors of mouse SR-BI mediated HDL lipid uptake; Q61009; ldlA[mSR-BI] CHO cells, DiI-HDL uptake fluorescence, 3 h; actives 0.96% (n = 320,000); inhibition, % at 12.5 µM; AID 488896;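 active = mean replicate inhibition of at least 70% and a set share of replicates each scoring 70 or more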;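 note: 0% = median of neutral control wells and 100% = median of positive control wells; values of inactives mirror those of a sister screen read the other way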
SR-BI uptake up: enhances SR-BI lipid uptake from DiI-HDL; activation, % at 12.5 µM; AID 504775; actives 0.096% (n = 320,000); CHO ldlA[mSR-BI] cells, DiI-HDL uptake fluorescence, 3 h; 100 = double the neutral-control signal;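 active = mean replicate activation of at least 60% and every replicate at or above 60%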;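 note: 0% = median plate neutral-control signal and 100% = twice that signal; values of inactives mirror those of a sister screen read the other way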
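Test system: SR-BI-overexpressing, LDLR-lacking CHO cells; Also added: labelled HDL, 10 µg/mL; Measured by: bottom-read cell fluorescence after medium removal, ex 550/em 595 nm; Timing: 3 h uptake period with compound, 37 °C; Buffer or medium: F12, 0.5% BSA, 25 mM HEPES; Doses: single compound concentration, delivered by pin transfer.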
DSG3 Ab inh: human desmoglein-3 autoantibody binding inhibition; P32926; DSG3-coupled beads, scFv-anti-DSG3-GFP binding, flow cytometry; active compounds read low; actives 0.48% (n = 310,000); binding (percent of control), % at 10 µM;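 active = binding more than 3 SD below its plate's average and above zero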;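 note: hits lower antibody fragment binding to DSG3; some compounds called inactive have numbers as strong as hits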
PKA-R2B act: PKA-R2B complex activation. P22694+P31323. PKA-R2B holoenzyme dissociation, Cy5-IP20 fluorescence polarization; R2B truncated from residue 108, S112A mutant; 0% DMSO only, 100% 113 µM cGMP. activation, % at 11.4 µM. actives 0.079% (n = 340,000). AID 504700;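 active = activation above a cutoff set at the mean over all compounds plus 3 SD, cut at about 18% in these data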;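 note: higher means more holoenzyme dissociation and a rise in polarization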
Target sequence (P31323 whole entry, looked up, other chains not shown, the tested form may be a part): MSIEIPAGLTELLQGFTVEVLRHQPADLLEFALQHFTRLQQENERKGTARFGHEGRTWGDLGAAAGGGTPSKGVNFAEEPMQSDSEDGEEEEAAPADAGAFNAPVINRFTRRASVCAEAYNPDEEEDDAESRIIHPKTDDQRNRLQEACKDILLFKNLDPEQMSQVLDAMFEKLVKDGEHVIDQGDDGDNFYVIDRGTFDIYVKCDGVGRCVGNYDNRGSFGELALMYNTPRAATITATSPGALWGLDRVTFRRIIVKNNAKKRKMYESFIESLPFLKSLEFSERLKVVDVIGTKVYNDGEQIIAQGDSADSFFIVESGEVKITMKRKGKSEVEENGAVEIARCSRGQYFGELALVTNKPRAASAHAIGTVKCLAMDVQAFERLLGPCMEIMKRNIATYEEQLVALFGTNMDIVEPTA
PKA-R1A act: PKA-R1A complex activation. activation, % at 11.4 µM. P00514+P68181. PKA-R1A dissociation, Cy5-IP20 fluorescence polarization; scaled: DMSO 0%, 113 µM cGMP 100%. actives 0.083% (n = 340,000);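 active = percent activation above the mean of all tested compounds plus 3 SD, cut at about 19% in these data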;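 note: higher means more PKAc released from R1A so a rise in polarization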
SUMO Mot1 rescue: inhibitors of SUMOylation pathway: yeast Mot1-301 growth rescue; growth rescue, % at 18.8 µM; S. cerevisiae Mot1-301 growth rescue, ATP luminescence, 38.5C; percent above DMSO median, 100 means doubled; actives 1% (n = 320,000); AID 2716;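 active = every valid replicate shows activation above 250% relative to neutral control wells; inactive = the rest, any valid replicate at or below 250%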;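 note: OY570 slx delta 5 strain wells were the positive control but not used for scaling; some compounds called inactive have numbers as strong as hits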
* hit, by the source's call.

Screening NC(=O)COC(=O)CCSc1ccc(Cl)cc1 returned Arrestin-AP2 inh -6.3, NSD2 inh -2.1, MITF TRPM1 HTS -2.7, CDK5 p35 inh 0.3, dFosB act -6.5, SR-BI DiI inh -11.9, SR-BI uptake up 11.9, DSG3 Ab inh 102.3, PKA-R2B act -14.9, PKA-R1A act -1.9 and SUMO Mot1 rescue -3.2.
Screening O=C(O)CCNC(=O)C12CC3CC(CC(C3)C1)C2 returned Arrestin-AP2 inh 2.8, NSD2 inh -1.6, MITF TRPM1 HTS -6.7, CDK5 p35 inh -1.8, dFosB act -3.4, SR-BI DiI inh -25.7, SR-BI uptake up 25.7, DSG3 Ab inh 94.5, PKA-R2B act 6.7, PKA-R1A act -4.8 and SUMO Mot1 rescue 12.7.
For O=C(N/N=C/C=C/c1ccccc1[N+](=O)[O-])c1ccncc1 the results were Arrestin-AP2 inh -10.8, NSD2 inh 0.6, CDK5 p35 inh 1.3, dFosB act -3.9, SR-BI DiI inh -6.9, SR-BI uptake up 6.9, DSG3 Ab inh 109.0, PKA-R2B act 5.6, PKA-R1A act 8.5 and SUMO Mot1 rescue 375.8.
For O=C(CCc1ccccc1)Nc1ccc2ccccc2n1 the results were Arrestin-AP2 inh 0.5, NSD2 inh -1.7, MITF TRPM1 HTS 100.3*, CDK5 p35 inh 1.5, dFosB act -3.2, SR-BI DiI inh 4.8, SR-BI uptake up -4.8, DSG3 Ab inh 96.7, PKA-R2B act -7.3, PKA-R1A act 13.2 and SUMO Mot1 rescue 966.2.
Screening Cc1cccc(C)c1NC(=O)C1(N(Cc2ccco2)C(=O)CC2NC(=O)NC2=O)CCCCC1 (stereo not drawn) returned Arrestin-AP2 inh -2.2, NSD2 inh -1.0, MITF TRPM1 HTS -3.0, CDK5 p35 inh -1.1, dFosB act 0.6, SR-BI DiI inh -48.2, SR-BI uptake up 48.2, DSG3 Ab inh 83.1, PKA-R2B act 6.9, PKA-R1A act -6.1 and SUMO Mot1 rescue 413.5*.
Screening CCN1C(=O)[C@@H]2[C@@H](c3ccc(-c4ccc(OC)cc4)cc3)N3CCC[C@@]3(C(=O)OC)[C@@H]2C1=O returned Arrestin-AP2 inh -16.6, MITF TRPM1 HTS 3.3, CDK5 p35 inh -0.6, dFosB act -4.6, SR-BI DiI inh 5.3, SR-BI uptake up -5.3, DSG3 Ab inh 96.8, PKA-R2B act -10.2, PKA-R1A act -1.8 and SUMO Mot1 rescue 8.4.
For O=C/C(=C\Nc1ccc(Cl)cn1)c1nc2ccccc2o1 the results were Arrestin-AP2 inh 25.0, NSD2 inh -5.7, MITF TRPM1 HTS -17.2, CDK5 p35 inh -2.0, dFosB act 0.1, SR-BI DiI inh -20.4, SR-BI uptake up 20.4, DSG3 Ab inh 107.0, PKA-R2B act -8.3 and PKA-R1A act -5.2.
Screening CC1CCCc2sc3nc(NCc4ccco4)n4ncnc4c3c21 (stereo not drawn) returned Arrestin-AP2 inh 6.3, NSD2 inh 36.2, MITF TRPM1 HTS 10.1, CDK5 p35 inh 2.6, dFosB act -3.7, SR-BI DiI inh -9.8, SR-BI uptake up 9.8, DSG3 Ab inh 110.9, PKA-R2B act -4.1, PKA-R1A act -10.2 and SUMO Mot1 rescue -18.5.
`COc1ccc(CCNC(=O)c2ccc3c(c2)OCCO3)cc1` gave Arrestin-AP2 inh 43.3, NSD2 inh -0.6, MITF TRPM1 HTS 50.6, CDK5 p35 inh 0.7, dFosB act -1.8, SR-BI DiI inh -0.6, SR-BI uptake up 0.6, DSG3 Ab inh 98.3, PKA-R2B act -0.4, PKA-R1A act -3.9 and SUMO Mot1 rescue 14.0.
`O=C(N1CCCCCC1)N1CCN(S(=O)(=O)N2CCOCC2)CC1` gave Arrestin-AP2 inh -3.1, NSD2 inh -1.3, MITF TRPM1 HTS 8.1, CDK5 p35 inh 1.6, dFosB act -6.8, SR-BI DiI inh -5.3, SR-BI uptake up 5.3, DSG3 Ab inh 118.2, PKA-R2B act 4.0, PKA-R1A act -0.8 and SUMO Mot1 rescue -3.1.
For COCCCNC(=O)COc1ccc(Br)cc1Cl the results were Arrestin-AP2 inh 0.9, MITF TRPM1 HTS 64.2, CDK5 p35 inh -0.2, dFosB act -2.6, SR-BI DiI inh -2.1, SR-BI uptake up 2.1, DSG3 Ab inh 100.2, PKA-R2B act 6.5, PKA-R1A act 0.4 and SUMO Mot1 rescue -8.2.
Screening COCCCNS(=O)(=O)c1ccc2[nH]c3c(c2c1)CCCCC3 returned Arrestin-AP2 inh 2.3, NSD2 inh 2.8, MITF TRPM1 HTS -0.8, CDK5 p35 inh -0.2, dFosB act 2.9, SR-BI DiI inh -15.9, SR-BI uptake up 15.9, DSG3 Ab inh 106.2, PKA-R2B act 8.0, PKA-R1A act 0.3 and SUMO Mot1 rescue 162.5.
Screening COc1ccccc1C1=NC(c2ccccc2)CN1c1ccccc1 (stereo not drawn) returned Arrestin-AP2 inh -2.8, NSD2 inh -1.6, MITF TRPM1 HTS 4.7, CDK5 p35 inh -0.9, dFosB act -5.4, SR-BI DiI inh 8.9, SR-BI uptake up -8.9, DSG3 Ab inh 98.2, PKA-R2B act 1.0, PKA-R1A act -8.3 and SUMO Mot1 rescue 6.4.
For Cc1onc(-c2ccccc2)c1C(=O)Nc1nnc(-c2ccncc2)s1 the results were Arrestin-AP2 inh 4.5, NSD2 inh -2.1, MITF TRPM1 HTS 8.7, CDK5 p35 inh 0.6, dFosB act -7.7, SR-BI DiI inh -5.3, SR-BI uptake up 5.3, DSG3 Ab inh 99.7, PKA-R2B act -9.2, PKA-R1A act -12.4 and SUMO Mot1 rescue 15.5.
O=C(Nc1cccnc1)c1ccc(F)cc1 was read as Arrestin-AP2 inh -2.4, NSD2 inh -5.4, MITF TRPM1 HTS 19.3, CDK5 p35 inh 2.6, dFosB act 2.8, SR-BI DiI inh -10.9, SR-BI uptake up 10.9, DSG3 Ab inh 95.8, PKA-R2B act -1.3, PKA-R1A act 2.4 and SUMO Mot1 rescue 12.3.
Cc1cc(C(=O)OCC(=O)NC(C)c2ccccc2)c(C)o1 (stereo not drawn) was read as Arrestin-AP2 inh 5.2, NSD2 inh 1.8, MITF TRPM1 HTS -6.0, CDK5 p35 inh 0.4, dFosB act -4.4, SR-BI DiI inh 0.9, SR-BI uptake up -0.9, DSG3 Ab inh 102.1, PKA-R2B act -1.0, PKA-R1A act 5.5 and SUMO Mot1 rescue 4.0.
Screening O=C(N/N=C/c1ccccc1OC(=O)c1ccc2c(c1)OCO2)c1ccccc1 returned Arrestin-AP2 inh 7.6, NSD2 inh -2.5, MITF TRPM1 HTS 4.2, CDK5 p35 inh -0.5, dFosB act 8.3, SR-BI DiI inh -31.4, SR-BI uptake up 31.4, DSG3 Ab inh 95.9, PKA-R2B act -4.3, PKA-R1A act -12.9 and SUMO Mot1 rescue -11.4.
For COc1ccccc1N1CCN(CCN2C(=O)CC3(CCCC3)CC2=O)CC1 the results were Arrestin-AP2 inh 8.6, MITF TRPM1 HTS 7.4, CDK5 p35 inh 0.4, dFosB act -1.1, SR-BI DiI inh 6.9, SR-BI uptake up -6.9, DSG3 Ab inh 100.8, PKA-R2B act 10.3, PKA-R1A act 10.9 and SUMO Mot1 rescue -14.3.
CC(=O)n1cc(/C=N/NC(=O)c2ccc([N+](=O)[O-])cc2)c2ccccc21 was read as Arrestin-AP2 inh 30.3, NSD2 inh -2.2, MITF TRPM1 HTS 19.3, CDK5 p35 inh 0.2, dFosB act -9.1, SR-BI DiI inh 62.4, SR-BI uptake up -62.4, DSG3 Ab inh 97.2, PKA-R2B act -8.4, PKA-R1A act -12.1 and SUMO Mot1 rescue 12.0.
For CCOC(=O)C[C@H]1c2ccccc2S(=O)(=O)N1Cc1cccc(C(F)(F)F)c1 the results were Arrestin-AP2 inh 27.1, MITF TRPM1 HTS 25.0, CDK5 p35 inh -1.6, dFosB act 2.4, SR-BI DiI inh -20.3, SR-BI uptake up 20.3, DSG3 Ab inh 104.1, PKA-R2B act -3.5, PKA-R1A act -3.3 and SUMO Mot1 rescue 0.6.
Screening COc1ccccc1NC(=O)CSc1nnc(CNC(=O)c2ccco2)n1C returned Arrestin-AP2 inh -2.0, MITF TRPM1 HTS 7.0, CDK5 p35 inh 1.2, dFosB act -2.1, SR-BI DiI inh -12.1, SR-BI uptake up 12.1, DSG3 Ab inh 106.1, PKA-R2B act -4.4, PKA-R1A act 5.1 and SUMO Mot1 rescue -4.8.
Screening CSc1ncnc2c1ncn2CC(=O)C1CCC2C3CCC4=CC(=O)CCC4(C)C3CCC12C (stereo not drawn) returned Arrestin-AP2 inh 4.9, NSD2 inh -0.4, MITF TRPM1 HTS -44.7, CDK5 p35 inh -0.2, dFosB act -20.9, SR-BI DiI inh -12.4, SR-BI uptake up 12.4, DSG3 Ab inh 91.4, PKA-R2B act 6.0 and PKA-R1A act 1.8.
`O=C(O)c1n[nH]c2c1CC(C1CCCCC1)CC2` (stereo not drawn) gave Arrestin-AP2 inh -0.4, MITF TRPM1 HTS -1.0, CDK5 p35 inh -2.6, dFosB act -5.0, SR-BI DiI inh 1.2, SR-BI uptake up -1.2, DSG3 Ab inh 104.3, PKA-R2B act 0.8, PKA-R1A act 4.5 and SUMO Mot1 rescue -23.1.
`C=CCNC(=O)NC(=O)CSc1nc2cc([N+](=O)[O-])ccc2n1-c1cccc(C(F)(F)F)c1` gave Arrestin-AP2 inh -0.7, NSD2 inh 1.1, MITF TRPM1 HTS 2.7, CDK5 p35 inh -1.1, dFosB act 15.0, SR-BI DiI inh 59.8, SR-BI uptake up -59.8, DSG3 Ab inh 95.6, PKA-R2B act 0.7, PKA-R1A act -9.9 and SUMO Mot1 rescue 14.2.
For CCOc1ccc(NS(=O)(=O)c2ccc(C(=O)NCC(C)(C)N3CCOCC3)cc2)cc1 the results were Arrestin-AP2 inh -8.6, NSD2 inh 0.4, MITF TRPM1 HTS 11.4, CDK5 p35 inh 0.1, dFosB act -3.6, SR-BI DiI inh 1.4, SR-BI uptake up -1.4, DSG3 Ab inh 95.9, PKA-R2B act -1.3, PKA-R1A act -12.4 and SUMO Mot1 rescue -1.4.
